Bioassay records as filed in PubChem BioAssay.
TcdB inh – TcdB glycohydrolase inhibitors, primary screen, biochemical, single point, plate reader; Toxin B (Clostridioides difficile), P18177; TcdB glycohydrolase enzymatic assay; inhibition, % at 9.99 µM; actives 0.24% (n = 350,000); in the data active means inhibition above about 10%
Starred values were filed as active, the others as inactive. This is a subset, so the mix of outcomes need not match the whole.

SMILES	TcdB inh
C[C@@H]1CN([C@@H](C)CO)C(=O)c2cc(-c3cncnc3)cnc2O[C@@H]1CN(C)C(=O)Cc1ccccn1	1.1
CN(C)CC(=O)Nc1ccc2c(c1)[C@H]1C[C@@H](CC(=O)NCc3ccc4c(c3)OCO4)O[C@@H](CO)[C@H]1O2	0.2
Cc1noc(C)c1S(=O)(=O)Nc1ccc2c(c1)C(=O)N([C@@H](C)CO)C[C@H](C)[C@H](CN(C)Cc1ccccc1)O2	-0.2
Cc1noc(C)c1S(=O)(=O)N(C)C[C@H]1OCCCC[C@@H](C)Oc2ccc(NS(C)(=O)=O)cc2C(=O)N([C@H](C)CO)C[C@@H]1C	-16
CN1c2ccc(-c3ccccc3)cc2[C@@H]2[C@@H](CCN2C(=O)CC2CC2)[C@@H]1CO	5.0
CO[C@H]1CN(C)C(=O)c2ccc(NC(=O)Cc3ccccc3)cc2OC[C@@H](C)N(CC2CC2)C[C@H]1C	-0.1
O=C(C[C@H]1C=C[C@@H](NC(=O)c2ccncc2)[C@@H](CO)O1)Nc1ccccc1	-0.7
Cc1noc(C)c1NC(=O)N[C@@H]1CC[C@H](CCNC(=O)C2CCCC2)O[C@H]1CO	-1.2
Cc1ccc(S(=O)(=O)Nc2ccc3c(c2)CC(=O)N([C@H](C)CO)C[C@@H](C)[C@H](CN(C)Cc2ccc(Cl)c(Cl)c2)O3)cc1	-1.4
CO[C@H]1CN(C)C(=O)c2cc(NC(=O)NC(C)C)ccc2OC[C@@H](C)N(S(C)(=O)=O)C[C@@H]1C	-0.6
CN1C(=O)c2cc(NC(=O)c3ccc(Cl)cc3)ccc2OC[C@H]2O[C@@H](CC(=O)O)CC[C@@H]21	-0.3
CN1C(=O)c2cc(NC(=O)C3CCOCC3)ccc2OC[C@@H]2O[C@@H](CC(=O)NCCc3ccncc3)CC[C@@H]21	-0.5
COCCNC(=O)C[C@@H]1C=C[C@H](NC(=O)NC2CCCC2)[C@H](CO)O1	0.2
C[C@@H]1CCCCO[C@@H](CN(C)S(=O)(=O)c2ccc(F)cc2)[C@@H](C)CN([C@@H](C)CO)C(=O)c2cc(NS(=O)(=O)c3cccs3)ccc2O1	1.0
Cc1ccc(-c2ccc([C@@H]3[C@H]4CN(C(=O)Nc5ccccc5)CCCCN4[C@H]3CO)cc2)cc1	-0.1
Cc1cc(C(=O)Nc2cccc3c2O[C@@H](CN(C)C(=O)NC2CCCCC2)[C@H](C)CN([C@H](C)CO)C3=O)n(C)n1	0.8
CN(C)CCCNC(=O)[C@H]1[C@H](CO)[C@H]2Cn3c(ccc(-c4cccc(F)c4)c3=O)[C@@H]1N2	-0.3
C[C@@H]1CN([C@@H](C)CO)C(=O)c2cccc(NC(=O)c3ccncc3)c2O[C@H]1CN(C)Cc1ccncc1	1.0
COc1cccc(-c2cn(CC[C@@H]3CC[C@@H](NS(=O)(=O)Cc4ccccc4)[C@@H](CO)O3)nn2)c1	2.2
COc1ccc(NC(=O)N(C)C[C@@H]2Oc3c(NC(=O)c4cc(C)nn4C)cccc3C(=O)N([C@@H](C)CO)C[C@@H]2C)cc1	0.5
C/C=C/c1ccc([C@@H]2[C@H](CO)N(CC3CC3)[C@H]2CNC(=O)c2ccccc2)cc1	-4.0
C[C@H]1CN([C@@H](C)CO)C(=O)Cc2cc(NS(=O)(=O)c3ccc(F)cc3)ccc2O[C@@H]1CN(C)C(=O)Nc1ccccc1	0.7
C[C@H]1CN([C@@H](C)CO)C(=O)c2cccc(NS(C)(=O)=O)c2O[C@@H]1CN(C)CC1CC1	-0.1
C[C@H](CO)N1C[C@H](C)[C@H](CN(C)Cc2ccc3c(c2)OCO3)OCCCC[C@H](C)Oc2ccc(NC(=O)Nc3ccc(F)cc3)cc2C1=O	1.9
C[C@@H]1CN([C@@H](C)CO)C(=O)Cc2cc(NC(=O)CCCN(C)C)ccc2O[C@@H]1CN(C)Cc1ccc(-c2ccccc2)cc1	0.5
CCN1[C@@H]2c3ccc(-c4ccncc4)c(=O)n3C[C@H]1[C@H](CO)[C@H]2C(=O)NCCc1cn(C)cn1	-0.2
COc1ccc(-c2ccc([C@H]3[C@@H](CO)N4C(=O)CN(C(=O)C5CC5)C[C@@H]34)cc2)cc1	-0.3
C[C@H](CO)N1C[C@H](C)[C@H](CN(C)Cc2ccncc2)OCCCC[C@H](C)Oc2ccc(NC(=O)CCC(F)(F)F)cc2C1=O	-0.6
O=C(C1CCC1)N1CC2(C1)[C@H](c1ccccc1)[C@H](CO)N2C(=O)c1cccnc1	-0.7
CCC(=O)N1[C@H](C(=O)NC2CCC2)[C@@H](CO)[C@@H]2Cn3c(ccc(C4=CCCCC4)c3=O)[C@@H]21	-1.9
COCC(=O)N1CC(=O)N2[C@H](CO)[C@@H](c3ccc(C#Cc4cccc(OC)c4)cc3)[C@H]2C1	-2.5
C[C@@H]1CN([C@H](C)CO)S(=O)(=O)c2ccc(C3=CCCC3)cc2O[C@H]1CN(C)Cc1ccncc1	1.1
O=C(O)C[C@@H]1CC[C@@H](NC(=O)Nc2ccccc2)[C@@H](CO)O1	0.3
Cc1ccc(S(=O)(=O)Nc2cccc3c2O[C@H](CN(C)S(=O)(=O)c2cccs2)[C@@H](C)CN([C@H](C)CO)C3=O)cc1	0.3
CNC(=O)C[C@H]1CC[C@@H]2[C@H](COc3ccc(NC(=O)Nc4ccccc4OC)cc3C(=O)N2C)O1	2.3
Cc1ccc(-c2ccc3c(c2)O[C@H](CN(C)C(=O)Nc2ccccc2)[C@H](C)CN([C@H](C)CO)S3(=O)=O)cc1	0.7
N#C[C@H]1[C@H](c2ccccc2)[C@H](CO)N1C(=O)Cc1ccccc1	-1.1
CN1CCN(C(=O)C[C@H]2CC[C@@H]3[C@H](COC[C@H](O)CN3C(=O)Nc3ccc4c(c3)OCO4)O2)CC1	-3.1
COC(=O)[C@@H]1[C@@H](CO)[C@@H]2Cn3c(ccc(C4=CCCCC4)c3=O)[C@@H]2N1Cc1ccc2c(c1)OCO2	-3.3
O=C(C[C@H]1C=C[C@@H](NS(=O)(=O)c2ccc(F)cc2)[C@@H](CO)O1)NC1CCCCC1	0.5
CS(=O)(=O)N1CC2(C1)[C@H](c1ccccc1)[C@@H](CO)N2CC1CC1	-0.4
C[C@@H]1CN([C@H](C)CO)C(=O)c2cc(NC(=O)Nc3ccc(C(F)(F)F)cc3)ccc2O[C@H]1CN(C)S(=O)(=O)c1cn(C)cn1	1.5
C[C@H]1CCCCO[C@H](CN(C)Cc2ccccc2)[C@@H](C)CN([C@@H](C)CO)C(=O)c2cc(NC(=O)CCCN(C)C)ccc2O1	-0.4
C[C@@H]1CN([C@H](C)CO)S(=O)(=O)c2ccc(-c3ccncc3)cc2O[C@@H]1CN(C)C(=O)c1ccc2c(c1)OCO2	-0.4
CC(C)(C)[S@](=O)N1Cc2cc(C(=O)N3CCOCC3)nc(-c3cccc(Br)c3)c2[C@@H]1CCO	-1.7
CNC[C@@H]1Oc2ccc(NS(=O)(=O)c3ccc(F)cc3)cc2C(=O)N([C@@H](C)CO)C[C@H]1C	0.3
CS(=O)(=O)Nc1ccc2c(c1)[C@@H]1C[C@@H](CC(=O)NCCc3ccccc3)O[C@H](CO)[C@@H]1O2	0.9
C[C@H]1CCCCO[C@H](CN(C)C(=O)CCC(F)(F)F)[C@@H](C)CN([C@@H](C)CO)C(=O)c2cc(NS(=O)(=O)c3ccc(Cl)cc3)ccc2O1	0.0
C[C@@H]1CCCCO[C@H](CN(C)S(=O)(=O)c2ccccc2)[C@@H](C)CN([C@H](C)CO)C(=O)c2cc(NC(=O)Nc3cccc4ccccc34)ccc2O1	-6.2
O=C(c1ccncc1)N1C[C@@H]2[C@H](c3ccccc31)[C@H](CO)N2C(=O)c1ccccc1F	-1.6
CC(C)NC(=O)NCC[C@@H]1CC[C@@H](NC(=O)CN(C)C)[C@@H](CO)O1	-2.7
COc1cccc(NC(=O)C[C@H]2CC[C@H]3[C@@H](COc4ccc(NC(C)=O)cc4C(=O)N3C)O2)c1	-1.7
CN(C)c1ccc2c(c1)[C@@H]1C[C@@H](CC(=O)NC3CCCCC3)O[C@@H](CO)[C@@H]1O2	-32
OC[C@@H]1[C@H](c2ccc(-c3cccnc3)cc2)[C@@H]2CN(CC3CC3)CCCCN12	1.2
CO[C@H]1CN(C)C(=O)c2cc(NC(=O)c3ccc(F)cc3)ccc2OC[C@@H](C)N(C)C[C@H]1C	-0.1
C[C@@H]1CCCCO[C@@H](CN(C)Cc2ccncc2)[C@@H](C)CN([C@@H](C)CO)C(=O)c2cc(NC(=O)c3ccccc3)ccc2O1	0.2
C[C@H]1CN([C@@H](C)CO)C(=O)CCCn2nncc2CO[C@H]1CN(C)C	1.2
CCC(=O)N1[C@@H]2c3cccc(=O)n3C[C@H]1[C@H](CO)[C@H]2C(=O)N1CCCCC1	1.2
COCC(=O)N1C[C@@H](C)[C@H](OC)CN(C)C(=O)c2cc(NC(=O)c3cnccn3)ccc2OC[C@@H]1C	1.1
C[C@@H](NC(=O)C[C@@H]1C[C@H]2c3cc(NC(=O)c4cccnc4)ccc3O[C@H]2[C@H](CO)O1)c1ccccc1	-2.9

Other results:
SMILES	TcdB inh
C[C@@H]1CCCCO[C@H](CN(C)S(=O)(=O)c2cn(C)cn2)[C@H](C)CN([C@@H](C)CO)C(=O)c2cc(NC(=O)CCCN(C)C)ccc2O1	1.2
C[C@@H]1CN([C@@H](C)CO)C(=O)c2cc(-c3cccc(F)c3)cnc2O[C@H]1CN(C)CC1CCCC1	-0.3
C[C@H]1CN([C@@H](C)CO)C(=O)c2cccc(NS(=O)(=O)c3ccc(F)cc3)c2O[C@H]1CN(C)S(=O)(=O)c1ccccc1	0.3
O=C(C[C@H]1CC[C@H]2[C@@H](COC[C@@H](O)CN2C(=O)C2CC2)O1)NCc1ccccc1Cl	1.6
C[C@H](CO)N1C[C@H](C)[C@@H](CN(C)Cc2cccc(C(=O)O)c2)OCc2ccccc2-c2ccccc2C1=O	0.0
O=C(C[C@H]1C[C@@H]2c3cc(NC(=O)C4CCOCC4)ccc3O[C@@H]2[C@H](CO)O1)NCc1cc(F)ccc1F	-0.3
O=C(C[C@H]1C=C[C@@H](NC(=O)Nc2ccc3c(c2)OCO3)[C@@H](CO)O1)NCc1ccc(Cl)cc1	-0.1
CO[C@@H]1CN(C)C(=O)c2cc(NC(C)=O)ccc2OC[C@@H](C)N(S(C)(=O)=O)C[C@H]1C	0.4
O=C(NCC[C@@H]1CC[C@H](NC(=O)C2CCCCC2)[C@@H](CO)O1)c1cnccn1	0.0
O=C(Nc1ccccc1F)N[C@H]1CC[C@H](CCNS(=O)(=O)c2ccc(F)cc2)O[C@@H]1CO	-0.4
C[C@@H]1CN([C@@H](C)CO)C(=O)Cc2cc(NC(=O)Nc3ccc(F)cc3)ccc2O[C@@H]1CN(C)S(C)(=O)=O	0.4
CC(C)NC(=O)N(C)C[C@H]1Oc2cc(-c3ccccc3F)ccc2S(=O)(=O)N([C@H](C)CO)C[C@@H]1C	0.6
CCCNC(=O)Nc1ccc2c(c1)C(=O)N(C)C[C@@H](OC)[C@@H](C)CN(C(=O)c1ccccc1F)[C@@H](C)CO2	-0.3
CCC(=O)Nc1ccc2c(c1)C(=O)N(C)C[C@H](OC)[C@@H](C)CN(Cc1ccccc1F)[C@@H](C)CO2	0.6
CCCN(C)C[C@H]1Oc2ncc(-c3ccccc3OC)cc2C(=O)N([C@@H](C)CO)C[C@@H]1C	-0.9
C[C@H]1CN([C@@H](C)CO)C(=O)Cc2cc(NC(=O)C3CCCCC3)ccc2O[C@@H]1CN(C)Cc1ccccc1	0.1
CCCc1cn(CC[C@@H]2CC[C@@H](NC(=O)C3CCOCC3)[C@@H](CO)O2)nn1	0.7
O=C(NCC[C@H]1CC[C@@H](NC(=O)c2ccccc2F)[C@H](CO)O1)c1cnccn1	-0.2
CCOC(=O)C1=CC[C@@H](c2ccccc2)[C@@H]1C(=O)c1ccc(OC)cc1	-0.1
C[C@H]1CN([C@@H](C)CO)C(=O)c2cc(NC(=O)Cn3cnnn3)ccc2O[C@@H]1CN(C)C(=O)Nc1ccc2c(c1)OCO2	-1.3
C[C@H](NC(=O)C[C@@H]1CC[C@@H](NC(=O)C2CCOCC2)[C@@H](CO)O1)c1ccccc1	0.8
COc1ccc(S(=O)(=O)N(C)C[C@@H]2Oc3ccc(NC(=O)CCN4CCOCC4)cc3CC(=O)N([C@@H](C)CO)C[C@H]2C)cc1	1.2
CO[C@@H]1CN(C)C(=O)c2cc(NC(=O)C3CC3)ccc2OC[C@H](C)N(C(=O)Cc2ccccn2)C[C@@H]1C	-0.4

Among those listed so far, 9 contain an aryl methoxy group:
SMILES	TcdB inh
COc1cccc(-c2cn(CC[C@@H]3CC[C@@H](NS(=O)(=O)Cc4ccccc4)[C@@H](CO)O3)nn2)c1	2.2
COc1ccc(NC(=O)N(C)C[C@@H]2Oc3c(NC(=O)c4cc(C)nn4C)cccc3C(=O)N([C@@H](C)CO)C[C@@H]2C)cc1	0.5
COc1ccc(-c2ccc([C@H]3[C@@H](CO)N4C(=O)CN(C(=O)C5CC5)C[C@@H]34)cc2)cc1	-0.3
COCC(=O)N1CC(=O)N2[C@H](CO)[C@@H](c3ccc(C#Cc4cccc(OC)c4)cc3)[C@H]2C1	-2.5
CNC(=O)C[C@H]1CC[C@@H]2[C@H](COc3ccc(NC(=O)Nc4ccccc4OC)cc3C(=O)N2C)O1	2.3
COc1cccc(NC(=O)C[C@H]2CC[C@H]3[C@@H](COc4ccc(NC(C)=O)cc4C(=O)N3C)O2)c1	-1.7
CCCN(C)C[C@H]1Oc2ncc(-c3ccccc3OC)cc2C(=O)N([C@@H](C)CO)C[C@@H]1C	-0.9
CCOC(=O)C1=CC[C@@H](c2ccccc2)[C@@H]1C(=O)c1ccc(OC)cc1	-0.1
COc1ccc(S(=O)(=O)N(C)C[C@@H]2Oc3ccc(NC(=O)CCN4CCOCC4)cc3CC(=O)N([C@@H](C)CO)C[C@H]2C)cc1	1.2
